B2AR arrestin: qHTS assay of beta-arrestin-biased ligands of beta2-adrenergic receptor. Beta-2 adrenergic receptor (Homo sapiens), P07550. beta-arrestin recruitment to beta2AR, cell-based reporter. Potency, µM (series often up to 46.1 µM), for the others: at the top dose activation, usual class: activators. 330,000 compounds, 0.02% hits. AID 492947, 2010;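 also: potency is read from the fitted curve at half-maximal effect; 0% = DMSO controls and full agonism = EC100 isoproterenol or metaproterenol; nearly all actives have a fitted effect of over 65% in size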
Target sequence (P07550 whole entry, looked up): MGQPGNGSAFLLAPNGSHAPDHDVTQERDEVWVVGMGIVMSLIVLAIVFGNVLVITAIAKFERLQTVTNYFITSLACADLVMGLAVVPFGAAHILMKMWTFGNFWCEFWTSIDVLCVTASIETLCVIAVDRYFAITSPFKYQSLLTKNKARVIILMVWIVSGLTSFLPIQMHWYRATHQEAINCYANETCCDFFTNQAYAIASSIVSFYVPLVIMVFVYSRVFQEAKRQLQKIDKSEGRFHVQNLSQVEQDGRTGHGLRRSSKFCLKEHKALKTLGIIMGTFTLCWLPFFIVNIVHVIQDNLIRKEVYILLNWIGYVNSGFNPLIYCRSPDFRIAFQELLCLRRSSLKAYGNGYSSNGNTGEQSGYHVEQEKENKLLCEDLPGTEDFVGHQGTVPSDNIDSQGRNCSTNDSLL
Mito fusion yeast: qHTS Assay for Small Molecule Inhibitors of Mitochondrial Division or Activators of Mitochondrial Fusion. S. cerevisiae fusion-defective mutant growth rescue, CellTiterGlo 48 h. Potency, µM (titrated, usually from 46.1 µM), for inactives: top-dose growth rescue (activation), most hits filed as activators. 320,000 compounds, 0.23% hits. AID 485298, 2010;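 also: potency is read from the fitted curve at half-maximal effect; % of control where 0% means no effect; nearly all actives have a fitted effect of over 45% in size; temperature-sensitive fusion mutants such as fzo1-1 at 37 °C on non-fermentable ethanol glycerol medium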
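Luminescent cell viability in 1536-well qHTS format served as the measure of rescued growth in ts fusion-mutant S. cerevisiae cultured on non-fermentable YPEG for 48 hours at 37C.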
Eya2 inh: qHTS Assay for Inhibitors of the Phosphatase Activity of Eya2; Protein phosphatase EYA2 (Homo sapiens), O00167; recombinant Eya2, OMFP fluorescence dephosphorylation (OMFP is methylfluorescein phosphate); Potency, µM (highest dose often 76.9 µM), for the others: at the highest dose activity, negative = inhibition, actives largely listed as inhibitors; 330,000 compounds, 0.006% hits; also: potency is read from the fitted curve at half-maximal effect; % is scaled to controls: 0 for no effect and ±100 for the full control effect
Target sequence (O00167 whole entry, looked up): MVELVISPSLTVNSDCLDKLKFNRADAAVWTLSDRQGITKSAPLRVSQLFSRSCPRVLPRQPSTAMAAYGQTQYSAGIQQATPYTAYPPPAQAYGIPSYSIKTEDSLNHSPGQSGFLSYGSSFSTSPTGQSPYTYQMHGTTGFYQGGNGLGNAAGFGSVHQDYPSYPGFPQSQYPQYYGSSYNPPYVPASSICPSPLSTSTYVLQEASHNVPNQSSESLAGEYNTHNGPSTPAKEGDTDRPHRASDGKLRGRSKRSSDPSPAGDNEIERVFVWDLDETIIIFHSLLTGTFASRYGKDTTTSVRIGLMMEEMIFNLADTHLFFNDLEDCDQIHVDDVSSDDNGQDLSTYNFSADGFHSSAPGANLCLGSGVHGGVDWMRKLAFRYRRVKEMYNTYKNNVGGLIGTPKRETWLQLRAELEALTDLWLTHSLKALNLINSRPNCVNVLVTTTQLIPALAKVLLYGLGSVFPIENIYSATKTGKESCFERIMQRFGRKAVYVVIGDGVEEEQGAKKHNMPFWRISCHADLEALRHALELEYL
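Eya2 (0.2 uM) preincubated 10 min at ambient with compound, then OMFP substrate added at 50 uM; 10 min reaction in 50 mM HEPES pH 7.5, 50 mM NaCl, 5 uM MgCl2, 0.05% BSA, 1 mM DTT. Fluorescence read at Ex 485/Em 525 nm.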
TSHR antagonist: Antagonists of the Thyroid Stimulating Hormone Receptor: HTS campaign. Thyrotropin receptor (Homo sapiens), P16473. AID 504810, 2011. 330,000 compounds, 0.2% hits. activity change, negative = inhibition, % at 11.5 µM. TSHR-expressing cells, TSH-stimulated cAMP HTRF, 2 h; stronger effect = lower value;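 active = activity change below a set negative limit, meaning inhibition stronger than a set level, cut at about -70% in these data; inconclusive = activity change between two set negative limits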; also: % is scaled to controls: 0 for no effect and ±100 for the full control effect
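TSHR-expressing cells were treated with compounds, then stimulated with TSH at EC80 (4nM final) for 2 hours at 37 deg C. Cellular cAMP was measured by HTRF competition between lysate cAMP and cAMP-d2 for a cryptate-labelled anti-cAMP antibody.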
ELG1 repair inh: qHTS screen for small molecules that inhibit ELG1-dependent DNA repair in human embryonic kidney (HEK293T) cells expressing luciferase-tagged ELG1; HEK293T ELG1-luciferase reporter, luminescence, 16 h; DNA damage induced by 5-fluorouridine; Potency, µM (top dose mostly 46.1 µM), inactives show top-dose activity change, negative = inhibition, actives largely listed as inhibitors; 330,000 compounds, 2.3% hits; AID 504467, 2011; also: potency is read from the fitted curve at half-maximal effect; % is scaled to controls: 0 for no effect and ±100 for the full control effect; nearly all actives have a fitted effect of over 55% in size
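In this reporter screen, reduction of luminescence relative to DMSO vehicle indicated activity. Compounds and 5-fluorouridine were added together to 2,000 cells per well, incubated for 16 hr at 37 °C, then developed with ONE-Glo.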
BCR signal inh: qHTS Assay to Find Inhibitors of Chronic Active B-Cell Receptor Signaling; ABC-DLBCL IkBa-CBG/CBR reporter, luminescence ratio, 4 h; Potency, µM (titrated, usually from 46.1 µM), for the others: at the top dose ratio change, negative = lower green/red ratio, most hits filed as inhibitors; 340,000 compounds, 0.05% hits; AID 493014, 2011; active = well fitted inhibition curve with a large enough effect in the signal ratio, with a control signal flat, not every such curve was filed as active; inconclusive = small, poorly fitted or top-dose-only effect, or effect the other way, or a change in a side signal; the % refers to the signal ratio;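 also: potency is read from the fitted curve at half-maximal effect; plate controls were basal doxycycline-induced cells for no effect and cells given 10 µM MG132 for full effect; MG132 reads +100%, hits lower the ratio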
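Compounds up to 46 uM were incubated four hours with TMD8 cells whose green CBG68 luciferase is fused to IkappaBalpha; red CBR luminescence normalised the signal, and concentration-effect curves were fitted to fusion, red and ratio data.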
USP2a inh: qHTS Assay for Inhibitors of Ubiquitin-specific Protease USP2a Using CHOP2 as the Reporter. Ubiquitin carboxyl-terminal hydrolase 2 (Homo sapiens), O75604. USP2 core, Ub-CHOP2 coupled fluorogenic reporter, 485/531. Potency, µM (top dose mostly 38.3 µM), without a hit: at the highest dose activity change, negative = inhibition, actives largely listed as inhibitors. 330,000 compounds, 0.01% hits. AID 463254, 2010;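 also: potency is read from the fitted curve at half-maximal effect; plate controls were DMSO wells for no effect and full inhibition by NEM control for full effect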
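Cell-free coupled assay: 10nM USP2 core preincubated 30min RT with compound in Tris-HCl pH 8.0/CaCl2/CHAPS buffer, then 25nM Ub-CHOP2 and 25nM reporter substrate; fluorescence (Ex 485/Em 531) read after 60min RT, normalized to NEM inhibition, concentration-response curves fitted.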
TCR act: Activators of T cell receptors: qHTS campaign; primary human leukocytes, anti-CD3, IL-2 HTRF, 48 h; Potency, µM (titrated, usually from 9.22 µM), inactives show at the highest dose activation of IL-2 secretion, most hits filed as activators; 330,000 tested, under 10 active; AID 504894, 2011; also: % of control where 0% means no effect
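Primary human leukocytes receive a-CD3 beads and test compound and are incubated 48 hr. Secreted IL-2 is then assayed by HTRF, measuring 665nm acceptor emission after 320nm excitation of the europium donor.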
TSG101-PTAP inh: qHTS Assay for Iinhibitors of HIV-1 Budding by Blocking the Interaction of PTAP/TSG101 | Fluorescence polarization, FITC-PTAP peptide / Tsg101 binding | Potency, µM (doses to about 115 µM), for the others: at the top dose activity change, negative = inhibition, actives largely listed as inhibitors | 340,000 tested, under 10 active | AID 493005, 2010; active = well fitted inhibition curve with a large enough effect in the main read-out, with a control signal flat, not every such curve was filed as active; inconclusive = small, poorly fitted or top-dose-only effect, or effect the other way, or a change in a side signal; inactive = no such curve, though single readings can be large or run the other way; also: potency is read from the fitted curve at half-maximal effect; % of control where 0% means no effect
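Tsg101 binding domain (10 uM final) was mixed with compound and a FITC-labeled PTAP peptide (50 nM final) in HEPES pH 7.5 buffer with NaCl, Tween 20, EDTA and TCEP; fluorescence polarization was read after 20 min at r.t.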
Tb PFK block: qHTS Assay to Find Inhibitors of T. brucei phosphofructokinase; ATP-dependent 6-phosphofructokinase (Trypanosoma brucei brucei), O15648; T. brucei PFK, ADP-Glo luminescence; Potency, µM (highest dose often 57.5 µM), for the others: top-dose activity, negative = inhibition, hits mostly inhibitors; 330,000 compounds, 0.17% hits; AID 485367, 2010;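 also: potency is read from the fitted curve at half-maximal effect; 0% = uninhibited 1x PFK enzyme wells and -100% = no-enzyme wells; nearly all actives have a fitted effect of over 60% in size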
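Compounds were pin-transferred as a titration series up to 57 uM into substrate buffer (0.5 mM F6P, 0.1 mM ATP, pH 8.0), then 1.25 nM PFK was added and reactions ran 45 min before ADP-Glo detection.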
uPA generation: qHTS for Inhibitors of Cell Surface uPA Generation | cell surface uPA generation assay, qHTS | Potency, µM (top dose mostly 38.3 µM), for the others: at the highest dose activity change, negative = inhibition, usual class: inhibitors | 330,000 compounds, 0.31% hits | AID 540303, 2011; active = well fitted inhibition curve with a large enough effect; inconclusive = small, poorly fitted or top-dose-only effect; inactive = no such curve, though single readings can be large or run the other way; tested in mouse RAW 264.7 cells; also: potency is read from the fitted curve at half-maximal effect; % is scaled to controls: 0 for no effect and ±100 for the full control effect; nearly all actives have a fitted effect of over 55% in size
Starred values were filed as active, the others as inactive; ? = inconclusive; · = no result given; [ ] = remark or other dose. Unless noted, calls follow the shape of the dose curve; as a rule, active = well fitted curve in the direction sought with a large enough effect; inconclusive = small, poorly fitted or top-dose-only effect, or another doubt; inactive = no such curve, though single readings can be large; an effect the other way counts as inactive or inconclusive.

SMILES	B2AR arrestin	Mito fusion yeast	Eya2 inh	TSHR antagonist	ELG1 repair inh	BCR signal inh	USP2a inh	TCR act	TSG101-PTAP inh	Tb PFK block	uPA generation
O=C(NCc1ccc2c(c1)OCO2)c1cc(-c2ccccn2)nc2ccccc12	-0.1%	-10.7%	-2.4%	-3.2	?	2.0%	-1.1%	2.3%	-4.9%	-1.3%	7.2%
O=C(CCNC(=O)c1ccccc1Cl)Nc1nc(-c2ccccc2Cl)cs1	-0.4%	9.5%	-0.2%	-3.9	?	?	-0.9%	-3.8%	-7.5%	1.4%	-3.9%
Cc1cccc(NC(=O)CN2C(=O)CCSc3ccc(S(=O)(=O)N4CCOCC4)cc32)c1C	-0.2%	-2.5%	9.9%	-1.6	9.3%	-0.9%	-0.6%	1.5%	-4.4%	-16.0%	-4.2%
Cc1ccc(CN2CCN(Cc3ccccn3)CC2CCO)cc1 (configuration not stated)	0.1%	4.3%	-3.1%	4.0	14.7%	1.1%	5.6%	-1.7%	-2.5%	-4.3%	1.4%
Cc1ccc(S(=O)(=O)N(CCC(=O)NCc2ccc(S(N)(=O)=O)cc2)c2ccccc2)cc1	-0.1%	-1.9%	?	-1.8	2.3%	2.8%	0.8%	·	-3.2%	-4.0%	1.3%
CCCn1nnc(NC(=O)/C=C/c2ccco2)n1	0.4%	2.0%	-10.1%	-2.6	?	-6.4%	1.3%	7.8%	0.9%	0.5%	-0.4%
Nc1c(N)c2ccccc2oc1=O	0.0%	-3.5%	21.8%	11.4	?	?	0.7%	·	-3.5%	-29.9%	-9.2%
Cc1ccc(S(=O)(=O)N2CCCC2CNC(=O)C(=O)NCCN2CCOCC2)cc1 (configuration not stated)	0.1%	-3.7%	1.3%	0.0	0.6%	19.6%	0.6%	-9.5%	0.3%	-14.9%	-1.4%
Nc1ccccc1C#CCCCCO	-1.0%	2.2%	9.7%	-10.7	?	-1.3%	-2.7%	-1.6%	·	-3.3%	?
CC(C)(C)OC(=O)NCCc1nnc(SCC(=O)Nc2ccc(Br)cc2)o1	-0.4%	0.4%	4.0%	-3.4	?	?	-0.3%	-1.9%	-2.1%	-5.0%	-4.3%
CCN(CC(=O)NCc1ccc(Cl)cc1)C(=O)c1c(C)noc1C	0.0%	0.8%	-18.3%	-5.2	1.7%	-11.9%	-2.4%	0.7%	-0.9%	-2.3%	-0.1%
Cc1cc(C)cc(NC(=S)/C(=C(\[O-])c2ccc(Cl)cc2Cl)[n+]2ccc(C(C)(C)C)cc2)c1	-0.1%	-12.2%	4.2%	-2.6	-12.0%	3.3%	0.0%	1.4%	0.9%	1.2%	10.9%
O=C(CCC(=O)c1cccs1)NNC(=O)c1ccccc1O	-0.3%	-0.9%	4.8%	38.7	8.4%	?	-1.7%	-0.4%	-1.3%	-11.5%	3.0%
COc1ccccc1-n1c(-c2ccc(Cl)cc2)c[nH]c1=S	4.6%	-1.1%	-7.5%	-29.5	-0.1%	?	0.2%	-4.3%	-1.2%	-15.6%	6.8%
COc1cccc(NC(=S)NCc2ccccn2)c1	1.8%	-14.9%	-4.2%	6.6	?	-7.5%	1.1%	-12.0%[46.1 µM]	-2.5%	0.9%	2.0%
CCOC(=O)/C(=C\c1cccc(O)c1)c1nc2sc(C)c(C)c2c(=O)[nH]1	-1.3%	4.0%	-9.7%	-8.2	?	?	-0.3%	1.2%	-0.3%	-11.3%	-13.8%
COc1cccc(-c2ncc3ccccc3c2COC(=O)c2ccc(Br)cc2)c1	-2.8%	-7.8%	13.7%	-14.3	?	?	1.2%	5.7%	0.0%	-0.5%	-6.4%
COc1cc(OC)c(/C=N/NC(=O)Cn2nc([N+](=O)[O-])cc2C)c(OC)c1	-0.9%	0.8%	-4.8%	-1.5	15.2%	3.0%	1.0%	-1.9%	-0.5%	-1.2%	-8.9%
COc1ccc(C2c3c(-c4cc(Cl)c(C)cc4O)n[nH]c3C(=O)N2Cc2cccnc2)cc1OC (configuration not stated)	0.1%	-0.4%	13.3%	8.4	?	0.3%	-12.2%	-5.1%	-4.6%	-0.9%	-1.2%
COc1ccc(NC(=O)Cn2nnc(C(=O)NCc3ccc(C)cc3)c2N)cc1Cl	0.2%	0.5%	-7.4%	13.9	0.0%	-2.1%	0.4%	-2.9%	-2.2%	-0.5%	-12.6%
Cn1c(OCc2cccnc2)nc2c1c(=O)n(Cc1ccc(F)cc1)c(=O)n2C	-0.2%	3.7%	4.5%	-13.0	?	4.0%	-0.7%	-3.2%	3.0%	-1.7%	-4.8%
Cc1csc(NC(=O)CSc2nc3nc(C)cc(C)n3n2)n1	-3.0%	-3.5%	9.1%	-0.6	3.3%	0.2%	1.9%	-5.7%	0.0%	0.6%	-2.3%
CSc1ncccc1C(=O)OCC(=O)c1ccc2c(c1)NC(=O)CO2	0.0%	-2.1%	?	-1.8	0.2%	0.6%	3.6%	6.7%	-0.1%	0.2%	-4.0%
COc1cc(/C=C(\C#N)C(=O)NCC2CCCO2)ccc1OC(=O)c1ccco1 (configuration not stated)	0.1%	-6.7%	-0.2%	-5.5	-0.1%	1.1%	2.0%	-1.0%	-2.5%	?	-2.4%
CCOC(=O)c1oc2ccccc2c1CN1CCN(C)CC1	-1.2%	-6.6%	-12.3%	6.8	10.8%	1.5%	7.1%	-5.8%[46.1 µM]	-4.9%	2.0%	2.4%
Further results:
SMILES	B2AR arrestin	Mito fusion yeast	Eya2 inh	TSHR antagonist	ELG1 repair inh	BCR signal inh	USP2a inh	TCR act	TSG101-PTAP inh	Tb PFK block	uPA generation
COC(=O)c1ccc(CNC(=O)CNc2cc(C(F)(F)F)ccc2N2CCOCC2)cc1	0.2%	2.9%	-8.0%[15.4 µM]	-9.8	?	-1.2%	0.3%	-4.3%	-0.1%	0.9%	-0.6%
CC(C)(C)NC(=O)COC(=O)c1ccccc1Oc1ccccc1	-0.2%	7.5%	-7.0%	-6.0	4.0%	-4.7%	-0.8%	-0.7%	-1.9%	-2.4%	4.2%
Fc1ccc(-c2nnn(Cc3nc4ccccc4s3)n2)cc1	-0.2%	-4.8%	-2.1%	-17.4	?	-5.0%	?	-2.6%	-2.7%	5.8%	1.9%
CCCn1cnc2c(sc3nc4c(cc32)CSC(C)(C)C4)c1=O	-0.1%	-4.9%	-6.9%	7.7	?	?	1.0%	-2.9%	-0.4%	0.3%	0.1%
Cc1ccccc1-c1cc(=O)c2ccccc2o1	-1.4%	·	1.8%	-4.2	26.1%	-0.9%	0.6%	10.2%	-0.6%	-10.0%	?
CCOC(=O)COc1ccc(S(=O)(=O)Nc2cccc(SC)c2)cc1	-0.3%	5.8%	2.4%	-12.3	0.5%	?	-1.7%	-8.4%	-2.2%	3.5%	·
CCOc1ccc(C(=O)N2CCCC2C(=O)O)cc1 (configuration not stated)	0.4%	-3.4%	5.8%	19.1	?	-0.7%	8.0%	1.7%	-4.7%	-5.2%	-3.9%
CC(=O)Nc1cc(C(=O)N2CCc3ccccc3C2)ccc1Sc1ccc(C)cc1	-0.4%	?	-3.2%	-5.5	-3.1%	0.6%	0.1%	0.4%[46.1 µM]	-3.6%	-6.4%	-2.4%
CC(C)(C)C(=O)NCc1ccc(C(=O)CSc2nnc(-c3ccncc3)n2C2CC2)s1	-0.1%	-6.0%	-31.2%	9.3	-7.7%	2.3%	1.4%	2.3%	-0.4%	-5.4%	-3.7%
O=C(Nc1ccc2c(c1)OCCO2)C1CCCN(S(=O)(=O)c2cnc[nH]2)C1 (configuration not stated)	0.1%	-6.5%	?	0.9	1.8%	?	-0.5%	-1.7%	1.5%	-6.0%	6.9%
Cc1cc(C)n2nc(SC(C)C(=O)N(C)c3ccccc3)nc2n1 (configuration not stated)	-0.4%	-3.7%	8.6%	2.5	-5.2%	-2.9%	0.2%	-1.6%	-2.2%	0.5%	3.7%

High-throughput results from PubChem.
